Screens (PubChem BioAssay)
MBD2 DNA inh: inhibitors of human MBD2 binding to methylated oligonucleotide | Q9UBB5 | TR-FRET | inhibition, % at 4.4 µM | 0.31% of 370,000 active; in the data active means inhibition above about 13%
GC-A act: GC-A (human) enzyme activation. HEK293 GC-A cells, cGMP TR-FRET, EC30 ANP; 0% at EC30 ANP, 100% saturating ANP. 0.14% of 370,000 active. activation, % at 10 µM. AID 1671463. P16066; in the data active means activation above about 40%
Target sequence (P16066 whole entry, looked up): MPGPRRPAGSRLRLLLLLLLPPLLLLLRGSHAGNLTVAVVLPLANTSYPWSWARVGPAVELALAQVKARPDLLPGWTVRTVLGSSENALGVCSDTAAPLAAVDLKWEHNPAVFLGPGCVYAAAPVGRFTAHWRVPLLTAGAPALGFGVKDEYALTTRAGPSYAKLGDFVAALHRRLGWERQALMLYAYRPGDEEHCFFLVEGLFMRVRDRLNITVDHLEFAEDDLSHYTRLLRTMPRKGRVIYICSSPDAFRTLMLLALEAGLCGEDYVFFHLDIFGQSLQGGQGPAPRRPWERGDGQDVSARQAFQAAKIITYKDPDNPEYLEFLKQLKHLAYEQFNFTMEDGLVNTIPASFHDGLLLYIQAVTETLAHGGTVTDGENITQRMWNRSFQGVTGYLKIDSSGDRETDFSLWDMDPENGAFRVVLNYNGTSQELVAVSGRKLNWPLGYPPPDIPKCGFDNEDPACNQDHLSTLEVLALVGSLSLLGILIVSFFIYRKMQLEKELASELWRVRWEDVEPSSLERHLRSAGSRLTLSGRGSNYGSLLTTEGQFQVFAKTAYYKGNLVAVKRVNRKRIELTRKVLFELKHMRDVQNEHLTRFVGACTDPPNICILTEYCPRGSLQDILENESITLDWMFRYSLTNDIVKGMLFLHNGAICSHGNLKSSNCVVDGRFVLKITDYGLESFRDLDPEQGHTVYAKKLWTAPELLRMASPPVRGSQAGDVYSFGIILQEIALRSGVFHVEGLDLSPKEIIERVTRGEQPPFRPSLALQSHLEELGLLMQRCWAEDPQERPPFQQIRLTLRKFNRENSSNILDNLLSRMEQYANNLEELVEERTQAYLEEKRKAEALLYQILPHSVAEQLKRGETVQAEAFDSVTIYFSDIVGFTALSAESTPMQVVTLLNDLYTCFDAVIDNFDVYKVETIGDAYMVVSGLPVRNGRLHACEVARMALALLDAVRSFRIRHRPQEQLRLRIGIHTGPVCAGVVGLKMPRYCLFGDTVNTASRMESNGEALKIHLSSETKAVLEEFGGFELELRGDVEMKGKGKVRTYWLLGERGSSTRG
NPR2 activator: GC-B (human) receptor activation; 0.11% of 370,000 active; activation, % at 10 µM; HEK293-GC-B cells, CNP EC30, cGMP TR-FRET; 0% at EC30 CNP, 100% saturating CNP;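 active means activation at 10 µM reaching about 35% in either raw or pattern-adjusted values, limit read from the data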
TCR-CD3 inh: inhibitors of human TCR-CD3 interaction; TAMRA-labeled TCR probe fluorescence, biochemical; inhibition, % at 9.4 µM; 0.37% of 360,000 active; in the data active means inhibition above about 19%;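 further: recombinant mutant TCR 2C K166C tagged with TAMRA read by polarization; 0% = receptor in buffer alone and 100% = receptor with positive control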
PRMT1 FP inh: inhibitors of human PRMT1; recombinant PRMT1, activity-based probe fluorescence polarization; AID 652257; inhibition, % at 2.79 µM; 1.3% of 370,000 active;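 active means inhibition above about 21% made by adding two undisclosed values, limit read from the data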
ABHD4 inh: inhibitors of mouse ABHD4. Q8VD66. purified mABHD4, FP-Rh probe fluorescence polarization. inhibition, % at 8.92 µM. 0.54% of 370,000 active. AID 720543;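 active means inhibition exceeding the mean over every tested compound plus 3 SD, cut at about 30% in these data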;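 further: 0% = plate median of compound wells and 100% = S159A mutant with DMSO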
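Test system: mouse ABHD4 enzyme, wild type. Reagent: FP-Rh fluorescent activity-based probe, added after compound pre-incubation. Timing: pre-incubation 45 min, probe exposure 60 min, at 25 °C. Technique: FP readout, ex 525 nm / em 598 nm. Benchmarks: high control S159A mutant with DMSO, low control median of compound wells.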
rCAG binder: binds r(CAG) RNA repeats. r(CAG) RNA repeat, TO-PRO-1 dye displacement fluorescence. inhibition, % at 3 µM. 1.3% of 370,000 active;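 active means inhibition above the plate cutoff, the mean of all test compounds on that plate plus 3 SD, cut at about 35% in these data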;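 further: 0% = DMSO alone and 100% = 100 µM mitoxantrone as full dye displacement; higher means more dye released from RNA so lower well fluorescence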
SIAE inh: blocks human sialic acid acetylesterase. Q9HAT2. SIAE FP-Rh probe binding, fluorescence polarization. inhibition, % at 9.66 µM. 0.69% of 370,000 active. AID 1053197;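 active means inhibition above a cutoff: mean of compounds within the control limits plus 3 SD of those, cut at about 17% in these data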;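 further: 0% = plate median of compound wells and 100% = probe without SIAE protein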
HTRA1 inh: blocks human HTRA1 serine peptidase; 0.5% of 340,000 active; inhibition, % at 5.96 µM; AID 504803; Q92743; recombinant HTRA1, FP-rhodamine activity-based probe, fluorescence polarization; in the data active means inhibition above about 36%;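 further: 0% = enzyme with DMSO and 100% = wells lacking enzyme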
UHRF1 binding: human UHRF1 methylated DNA binding inhibitors; UHRF1 binding to methylated oligo, TR-FRET; inhibition, % at 4.4 µM; 0.75% of 370,000 active; in the data active means inhibition above about 21%;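 further: UHRF1 SRA domain binding a hemimethylated CpG hairpin DNA probe; 0% = median of test compound wells and 100% = reference inhibitor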
An asterisk follows results filed as active; / = not tested or not shown. An excerpt; rates above refer to the full screens.

SMILES	MBD2 DNA inh	GC-A act	NPR2 activator	TCR-CD3 inh	PRMT1 FP inh	ABHD4 inh	rCAG binder	SIAE inh	HTRA1 inh	UHRF1 binding
Cc1ccc(N2C(=O)C3C4C=CC(C4)C3C2=O)cc1C (stereo unspecified)	2	2	2	-1	-1	0	2	-8	2	-4
CC(C)NC(=O)CSCc1ccccc1Cl	-4	1	-2	-3	2	-5	2	4	-8	-3
CC1CCCCN1C(=O)c1cc(-c2ccc3c(c2)OCO3)on1 (stereo unspecified)	-6	0	-9	-4	-3	10	-2	4	1	1
O=c1c(C(c2c(O)nc3n(c2=O)CCS3)c2cccc3ccccc23)c(O)nc2n1CCS2	-1	1	1	0	9	3	20	-5	-7	1
CCN(CC)C(=O)C1=C(C)N(Cc2ccc(C(C)(C)C)cc2)C(=O)C(CC(=O)NC2CCCC2)C1 (stereo unspecified)	1	-1	5	-2	-2	-3	-2	0	-6	14
COc1ccccc1-c1c(C)oc2cc(OCC(=O)OCc3ccccc3)ccc2c1=O	-3	5	9	4	2	-13	2	-1	-21	2
CC1CCN(CCOCCOc2ccc(Cl)cc2Br)CC1	-5	-3	-5	-2	2	8	4	-1	-1	3
Cc1ccc(NC(=O)CN(C)C(=O)COc2ccc(Br)cc2)cc1	1	-1	-2	4	-3	-5	4	-1	-4	1
O=C(O)c1cc(-c2ccc(-c3c(-c4ccc5c(c4)OCO5)noc3-c3ccsc3)cc2)nc2ccccc12	0	-1	2	-3	4	-14	12	-6	-23	7
Cc1nn(Cc2ccc(C(=O)Nc3ccccc3C(F)(F)F)o2)c(C)c1Br	-2	0	3	-8	2	-2	-3	1	-14	2
Cc1ccc(NC(=O)NC(=O)CN2C(=O)NC3(CCCCCCC3)C2=O)c(C)c1	0	-4	2	8	2	-2	-5	2	-13	0
Cc1ccc2nc(C3CCCN(C(=S)Nc4ccccc4C)C3)[nH]c2c1 (stereo unspecified)	0	-2	-5	11	-2	-2	1	-1	-15	-2
CC(=O)C1=C(O)C(=O)N(CCN2CCOCC2)C1c1ccc(N(C)C)cc1 (stereo unspecified)	3	-1	3	-6	2	1	0	4	5	1
OCC[C@@H]1C[C@@H](O)[C@H](O)[C@@]2(CCCO2)O1	0	4	0	-2	-2	-1	2	6	1	3
CCc1c(C)nc2ncnn2c1N1CCCC(C(=O)NCc2ccc3c(c2)OCO3)C1 (stereo unspecified)	-6	0	-3	7	-2	6	-2	7	-5	-4
COc1ccc(C(NCC(=O)NC(C)c2ccc(Cl)cc2)c2ccccc2)cc1 (stereo unspecified)	4	-42	-13	-4	4	-6	-2	1	-20	4
COc1ccc(S(=O)(=O)N2CCCCCC2)cc1C(=O)NCc1cccs1	1	-1	1	1	0	-3	2	-3	-6	-1
Cc1ccc(OCc2ccc(C(=O)Nc3nc4ccccc4n3Cc3ccccc3)o2)c([N+](=O)[O-])c1	-4	-1	4	1	-1	2	2	-1	0	-1
Cn1c(=O)[nH]c(=O)c2c1nc1n2CCCN1CCc1ccccc1	0	8	8	-6	1	2	-6	7	-1	1
Cc1ccc2[nH]c(O)c(N=Nc3ccccc3[N+](=O)[O-])c2c1	4	-11	-8	-7	6	5	1	2	2	0
CCN(CC)S(=O)(=O)c1cccc(-c2nnc(SCCOc3ccccc3C)o2)c1	-1	4	8	-3	0	-7	1	-5	-26	-1
CCOC(=O)c1sc2nc(-c3ccco3)c3c(c2c1N)CC(C)(C)OC3	-1	-3	-2	1	41*	20	51*	3	2	7
O=C(CCNC(=O)c1ccc(Br)cc1)Nc1ccccc1N1CCOCC1	-6	-15	-12	2	5	5	-2	7	3	-1
O=C(COC(=O)CCC(=O)c1cccs1)Nc1ccc(F)c(F)c1F	3	1	-3	4	-2	-10	-4	-2	4	-2
Clc1ccccc1CSc1nnc(-c2cccnc2)n1Cc1ccco1	1	-4	-10	7	10	1	-3	1	-2	-3

13 entries out of the list, ordered by number of heavy atoms, ascending:
SMILES	MBD2 DNA inh	GC-A act	NPR2 activator	TCR-CD3 inh	PRMT1 FP inh	ABHD4 inh	rCAG binder	SIAE inh	HTRA1 inh	UHRF1 binding
OCC[C@@H]1C[C@@H](O)[C@H](O)[C@@]2(CCCO2)O1	0	4	0	-2	-2	-1	2	6	1	3
CC(C)NC(=O)CSCc1ccccc1Cl	-4	1	-2	-3	2	-5	2	4	-8	-3
Cc1ccc(N2C(=O)C3C4C=CC(C4)C3C2=O)cc1C (stereo unspecified)	2	2	2	-1	-1	0	2	-8	2	-4
CC1CCCCN1C(=O)c1cc(-c2ccc3c(c2)OCO3)on1 (stereo unspecified)	-6	0	-9	-4	-3	10	-2	4	1	1
Cc1ccc(NC(=O)CN(C)C(=O)COc2ccc(Br)cc2)cc1	1	-1	-2	4	-3	-5	4	-1	-4	1
O=C(COC(=O)CCC(=O)c1cccs1)Nc1ccc(F)c(F)c1F	3	1	-3	4	-2	-10	-4	-2	4	-2
Clc1ccccc1CSc1nnc(-c2cccnc2)n1Cc1ccco1	1	-4	-10	7	10	1	-3	1	-2	-3
COc1ccc(S(=O)(=O)N2CCCCCC2)cc1C(=O)NCc1cccs1	1	-1	1	1	0	-3	2	-3	-6	-1
Cc1ccc(NC(=O)NC(=O)CN2C(=O)NC3(CCCCCCC3)C2=O)c(C)c1	0	-4	2	8	2	-2	-5	2	-13	0
CCc1c(C)nc2ncnn2c1N1CCCC(C(=O)NCc2ccc3c(c2)OCO3)C1 (stereo unspecified)	-6	0	-3	7	-2	6	-2	7	-5	-4
CCN(CC)C(=O)C1=C(C)N(Cc2ccc(C(C)(C)C)cc2)C(=O)C(CC(=O)NC2CCCC2)C1 (stereo unspecified)	1	-1	5	-2	-2	-3	-2	0	-6	14
Cc1ccc(OCc2ccc(C(=O)Nc3nc4ccccc4n3Cc3ccccc3)o2)c([N+](=O)[O-])c1	-4	-1	4	1	-1	2	2	-1	0	-1
O=C(O)c1cc(-c2ccc(-c3c(-c4ccc5c(c4)OCO5)noc3-c3ccsc3)cc2)nc2ccccc12	0	-1	2	-3	4	-14	12	-6	-23	7

More records follow.
SMILES	MBD2 DNA inh	GC-A act	NPR2 activator	TCR-CD3 inh	PRMT1 FP inh	ABHD4 inh	rCAG binder	SIAE inh	HTRA1 inh	UHRF1 binding
O=C(CS)Nc1ccc2ccccc2c1	0	2	10	0	12	-4	10	-5	2	-3
COc1ccccc1C(=O)NCCCN1CCCC1=O	-1	1	9	0	3	4	-3	0	3	1
COc1ccc(OCC2CN(Cc3ccccc3)S(=O)(=O)CCO2)cc1 (stereo unspecified)	0	2	-5	11	-1	3	5	14	/	0
Cc1cc(C(=O)Nc2c(F)cc(F)cc2Br)no1	0	-1	6	0	1	-1	4	2	2	0
O=C(C1CCCC1)N1CCN=C1SCc1cccc([N+](=O)[O-])c1	3	-2	-10	4	1	-8	-3	2	0	0
CCN(CC)C(=O)C1CCC(CNS(=O)(=O)c2cccc3nsnc23)CC1 (stereo unspecified)	0	4	2	-3	2	0	-4	0	1	0
Oc1ccccc1C=NNC(=S)NC1CC2C=CC1C2 (stereo unspecified)	3	-3	5	8	4	12	6	7	31	-7
COc1cccc(NC(=O)CCSc2nnc3scc(-c4ccccc4)n23)c1	0	-28	-11	1	-3	-6	-6	14	2	-2
COc1ccc(NC(C(=O)Nc2cccc(C(C)=O)c2)c2ccccc2)cc1 (stereo unspecified)	-3	2	-7	2	-2	1	7	7	-7	1
C=C(C)Cn1c(SCC(=O)O)nnc1-c1ccccc1	6	5	6	-2	5	-6	1	-6	2	2
Cc1cccc(NC(=S)Nc2ccccn2)c1	5	6	4	-2	8	-3	0	-3	-4	-3
O=C(CSc1nc2ccccc2n1CCc1ccccc1)c1ccc(O)c(O)c1	26*	-10	-1	23*	18	24	61*	20*	70*	57*
CN(C(=O)c1ccc(S(=O)(=O)N(C)C)cc1)c1ccc2ccccc2c1	-6	1	1	-5	2	-1	-6	1	-3	1
COc1ccc(N=Nc2ccc(O)c3ncccc23)cc1	-3	5	-3	-1	3	14	6	8	44*	-5
COc1ccc(Cl)cc1NC(=O)C1CCN(S(C)(=O)=O)CC1	5	-3	-4	1	-3	0	-1	3	4	2
COc1ccc(CCNC(=O)C(=O)NCC2OCCN2S(=O)(=O)c2ccc(C)cc2)cc1 (stereo unspecified)	2	-1	2	8	0	11	2	-6	-5	0
Cc1cc(C)cc(C(=O)NCC(=O)OCC(=O)N(C)c2ccccc2)c1	-1	0	1	-6	-3	1	-7	1	-9	4
CCc1ccc(NC(=O)C2CCN(S(=O)(=O)c3ccc4[nH]c(=O)ccc4c3)CC2)cc1	0	-5	6	-1	-3	-3	5	-22	-13	0
Cc1c(Cl)cccc1NC(=O)CC1NCCNC1=O (stereo unspecified)	3	9	3	5	-5	4	-2	-1	4	-1
CC(C)OC(=O)/C(=C\c1ccc2c(c1)c1ccccc1n2C)NC(=O)c1ccccc1	3	0	-8	0	-2	-19	12	-6	-27	5
C=CCOc1c(CNc2ccc3[nH]c(=O)[nH]c3c2)cccc1OC	0	-7	-9	1	2	9	-3	6	-1	-4
COc1cc(CNCc2ccccc2)c(Br)cc1OC1CCCC1	7	-23	-16	-1	1	2	-9	-10	-6	7
CCc1cc2c(=O)n(-c3ccc(Br)cc3)cnc2s1	-3	-1	0	2	2	1	1	-6	-1	-6
CCN1CCCC1CNC(=O)C1CCN(C(=O)c2cc3sccc3n2Cc2ccc(F)cc2)CC1 (stereo unspecified)	2	-4	-2	0	5	-6	-7	1	-2	5
COc1ccc(-c2noc(C3CCCN(C(=O)Nc4ccc5c(c4)OCO5)C3)n2)cc1 (stereo unspecified)	0	-6	-10	/	-1	1	5	2	/	0
The list goes on:
SMILES	MBD2 DNA inh	GC-A act	NPR2 activator	TCR-CD3 inh	PRMT1 FP inh	ABHD4 inh	rCAG binder	SIAE inh	HTRA1 inh	UHRF1 binding
COc1ccccc1N(CC(=O)N/N=C(\C)c1ccc(F)cc1)S(=O)(=O)c1ccccc1	2	-1	5	1	-2	-4	2	4	-22	5
Cc1cc(C)cc(N(CCC#N)C(=O)COC(=O)c2ccccc2SCC(=O)N2CCCC2)c1	0	-3	2	-6	-2	-9	-6	2	-5	2
CS(=O)(=O)N1CCN(c2ccccc2NC(=O)c2ccc3ccccc3c2)CC1	-4	-8	-5	-3	-1	1	1	-1	-21	2
Cc1cc(C)c2oc(C(=O)N(Cc3ccccc3)C3CCS(=O)(=O)C3)cc(=O)c2c1 (stereo unspecified)	6	-6	-7	-9	2	4	-4	-5	1	4
CCC(C)NC(=O)CSc1nc2c(sc(=S)n2Cc2ccco2)c(=O)n1-c1ccccc1 (stereo unspecified)	-7	-11	0	8	0	7	1	2	0	-4
COc1cc(CN2CCNC(=O)C2CC(=O)N2CCCCO2)cc(OC)c1 (stereo unspecified)	4	-3	6	-5	3	2	-2	0	1	6
CCOC(=O)c1[nH]n(-c2ccc(Cl)cc2)c(=O)c1C	-7	-2	-1	7	-1	-1	4	1	3	-3
COc1ccc(-n2cnnc2SCC(=O)Nc2cc(C(C)(C)C)nn2-c2ccccc2)cc1	2	-5	0	0	-2	-1	-1	0	-2	-1
